Pol iota inh: qHTS for Inhibitors of Polymerase Iota | DNA polymerase iota (Homo sapiens), Q9UNA4 | Pol iota fluorescent replication assay, 10 min | Potency, µM (highest dose often 115 µM), for inactives: top-dose activity, negative = inhibition, hits mostly inhibitors | 1% of 390,000 active
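Fluorescent replication assay read twice, at 0 min and 10 min after adding 50 nM (final) substrate. Enzyme (10 nM) and compounds were first incubated 15 min at room temperature; enzyme-free buffer wells were negative controls.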
BLM inh: qHTS Assay for Inhibitors of Bloom's syndrome helicase (BLM); RecQ-like DNA helicase BLM (Homo sapiens), P54132; recombinant BLM DNA unwinding, fluorescence dequenching; Potency, µM (doses to about 56.1 µM), for inactives: top-dose activity change, negative = inhibition, most hits filed as inhibitors; 0.2% of 350,000 active; AID 2528, 2010;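 further: plate controls were vehicle for no effect and no enzyme for full effect; nearly all actives have a fitted effect of over 35% in size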
HP1b binding inh: HTS for Inhibitors of HP1-beta Chromodomain Interactions with Methylated Histone Tails; Chromobox protein homolog 1 (Homo sapiens), P83916; AlphaScreen HP1-beta / biotin-H3K9me3 peptide binding; Potency, µM (doses to about 114 µM), inactives show at the top dose activity change, negative = inhibition, most hits filed as inhibitors; 0.56% of 390,000 active; AID 540317, 2011; further: nearly all actives have a fitted effect of over 70% in size; inactives centre near 23
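Compound inhibition of the preformed complex between 50 nM HP1-beta and 50 nM biotinylated H3K9me3 peptide was read by AlphaScreen. Buffer was PBS pH 7.4 with 0.01% Tween-20. Incubations ran 30 min at room temperature, with 10 ug/mL donor/acceptor beads.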
JMJD2A Tudor inh: qHTS Assay for Inhibitors of JMJD2A-Tudor Domain. Lysine-specific demethylase 4A (Homo sapiens), O75164. AlphaScreen JMJD2A-Tudor / H3K4me3 peptide binding. Potency, µM (top dose mostly 114 µM), without a hit: top-dose activity change, negative = inhibition, hits mostly inhibitors. 4.4% of 390,000 active. AID 504339, 2011; further: on the % scale 0 is the no-effect control and ±100 the full control effect; nearly all actives have a fitted effect of over 50% in size
PGK inhibitor: qHTS Assay to Find Inhibitors of Phosphoglycerate Kinase. Phosphoglycerate kinase, glycosomal (Trypanosoma brucei brucei), P07378. PGK/GAPDH coupled, Kinase-Glo luminescence, 60 min. Potency, µM (titrated, usually from 57.5 µM), inactives show at the highest dose activity change, negative = inhibition, most hits filed as inhibitors. 0.043% of 380,000 active; further: on the % scale 0 is the no-effect control and ±100 the full control effect; nearly all actives have a fitted effect of over 60% in size
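Luminescent ATP detection (Kinase-Glo Plus) follows a 60-minute room-temperature incubation, with wells lacking PGK as controls. Buffer: 100 mM TEA (pH 7.6), 5 mM MgCl2, 0.01% Tween-20. Coupling enzyme GAPDH (100 nM final) supplies unstable 1,3-BPG in-well.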
G9a inh: qHTS Assay for Inhibitors of Histone Lysine Methyltransferase G9a; Histone-lysine N-methyltransferase EHMT2 (Homo sapiens), Q96KQ7; G9a H3K9 monomethylation, AlphaScreen, 2 h; Potency, µM (top dose mostly 102 µM), inactives show at the highest dose activity, negative = inhibition, usual class: inhibitors; 8.8% of 350,000 active; AID 504332, 2011; further: on the % scale 0 is the no-effect control and ±100 the full control effect; nearly all actives have a fitted effect of over 75% in size
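AlphaScreen detection with an anti-monomethyl H3K9 antibody quantified product after a 2 h room-temperature reaction containing 500 nM biotinylated H3K9 peptide, 20 µM SAM and 20 nM enzyme, which had been preincubated 15 min with compound.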
GLS inh: qHTS for Inhibitors of Glutaminase (GLS); Glutaminase kidney isoform, mitochondrial (Homo sapiens), O94925; GLS enzymatic activity, qHTS titration; Potency, µM (doses to about 45.5 µM), inactives show at the top dose activity change, negative = inhibition, hits mostly inhibitors; 0.21% of 410,000 active; AID 624170, 2012; further: on the % scale 0 is the no-effect control and ±100 the full control effect
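Read-out is an Amplex red fluorescence increase coupled through glutamate oxidase and HRP, measured before and after 30 min room-temperature incubation. hKGA is in 45 mM KH2PO4 (pH 8.2) with 0.02% Tween-20; glutamine added as 1mM solution.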
BAZ2B inh: qHTS Assay for Inhibitors of BAZ2B | Bromodomain adjacent to zinc finger domain protein 2B (Homo sapiens), Q9UIF8 | AlphaScreen BAZ2B-H3K14Ac peptide displacement | Potency, µM (highest dose often 114 µM), for inactives: at the highest dose activity change, negative = inhibition, actives largely listed as inhibitors | 4.4% of 360,000 active | AID 504333, 2011; further: on the % scale 0 is the no-effect control and ±100 the full control effect; nearly all actives have a fitted effect of over 60% in size
Target sequence (Q9UIF8 whole entry, looked up, the tested form may be a part): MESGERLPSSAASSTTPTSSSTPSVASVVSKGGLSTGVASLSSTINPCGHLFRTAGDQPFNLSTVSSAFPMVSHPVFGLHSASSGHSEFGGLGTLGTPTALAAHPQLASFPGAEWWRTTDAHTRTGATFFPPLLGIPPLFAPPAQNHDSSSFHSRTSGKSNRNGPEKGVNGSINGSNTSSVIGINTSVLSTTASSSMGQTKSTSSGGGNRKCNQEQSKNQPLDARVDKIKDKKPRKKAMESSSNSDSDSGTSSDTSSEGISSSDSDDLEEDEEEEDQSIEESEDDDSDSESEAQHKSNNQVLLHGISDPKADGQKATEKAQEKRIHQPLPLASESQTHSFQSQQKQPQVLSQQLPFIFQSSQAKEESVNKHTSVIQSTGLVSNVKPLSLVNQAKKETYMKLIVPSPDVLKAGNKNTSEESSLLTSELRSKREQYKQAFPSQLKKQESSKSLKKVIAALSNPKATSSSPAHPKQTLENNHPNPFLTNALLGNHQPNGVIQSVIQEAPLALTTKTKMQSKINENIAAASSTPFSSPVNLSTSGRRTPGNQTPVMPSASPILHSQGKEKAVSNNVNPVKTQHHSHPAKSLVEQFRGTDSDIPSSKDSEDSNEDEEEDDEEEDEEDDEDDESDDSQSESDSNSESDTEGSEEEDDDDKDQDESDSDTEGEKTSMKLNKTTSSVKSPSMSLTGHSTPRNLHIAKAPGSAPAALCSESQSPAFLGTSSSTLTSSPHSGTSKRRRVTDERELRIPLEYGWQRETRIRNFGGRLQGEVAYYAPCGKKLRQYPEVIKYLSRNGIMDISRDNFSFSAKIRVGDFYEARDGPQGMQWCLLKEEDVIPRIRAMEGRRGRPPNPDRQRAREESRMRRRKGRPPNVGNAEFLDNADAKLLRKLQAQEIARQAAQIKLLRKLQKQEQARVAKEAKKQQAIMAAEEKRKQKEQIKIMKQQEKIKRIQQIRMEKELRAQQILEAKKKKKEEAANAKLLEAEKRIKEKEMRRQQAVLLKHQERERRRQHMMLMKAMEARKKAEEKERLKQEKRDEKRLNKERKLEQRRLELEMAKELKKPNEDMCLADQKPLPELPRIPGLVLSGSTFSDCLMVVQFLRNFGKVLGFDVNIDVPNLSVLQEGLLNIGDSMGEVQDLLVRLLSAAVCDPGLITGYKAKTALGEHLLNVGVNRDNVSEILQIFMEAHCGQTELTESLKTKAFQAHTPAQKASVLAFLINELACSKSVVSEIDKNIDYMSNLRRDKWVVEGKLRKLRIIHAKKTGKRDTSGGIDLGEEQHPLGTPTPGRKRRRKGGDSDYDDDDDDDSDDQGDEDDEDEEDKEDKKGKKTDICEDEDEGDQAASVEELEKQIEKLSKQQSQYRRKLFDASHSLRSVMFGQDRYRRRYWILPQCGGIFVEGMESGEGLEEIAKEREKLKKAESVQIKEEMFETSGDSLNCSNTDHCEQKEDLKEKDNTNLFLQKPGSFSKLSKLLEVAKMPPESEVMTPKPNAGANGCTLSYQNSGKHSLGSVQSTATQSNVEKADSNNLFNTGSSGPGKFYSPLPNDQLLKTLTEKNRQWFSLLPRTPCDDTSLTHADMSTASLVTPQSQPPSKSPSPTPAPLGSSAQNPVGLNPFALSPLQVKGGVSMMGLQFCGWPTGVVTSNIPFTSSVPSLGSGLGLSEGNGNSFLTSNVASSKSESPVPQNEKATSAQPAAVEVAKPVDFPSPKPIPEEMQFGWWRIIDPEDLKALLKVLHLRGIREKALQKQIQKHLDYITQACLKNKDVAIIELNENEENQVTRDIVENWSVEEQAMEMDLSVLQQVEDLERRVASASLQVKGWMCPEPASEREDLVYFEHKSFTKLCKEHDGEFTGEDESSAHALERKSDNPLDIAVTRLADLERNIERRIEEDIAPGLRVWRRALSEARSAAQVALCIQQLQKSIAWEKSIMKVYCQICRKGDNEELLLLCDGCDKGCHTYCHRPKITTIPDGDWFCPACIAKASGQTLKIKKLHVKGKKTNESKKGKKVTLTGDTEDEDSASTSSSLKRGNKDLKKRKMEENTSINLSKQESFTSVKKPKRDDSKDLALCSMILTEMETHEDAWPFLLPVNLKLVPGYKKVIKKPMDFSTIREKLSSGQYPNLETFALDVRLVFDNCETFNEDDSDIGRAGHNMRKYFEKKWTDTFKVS
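AlphaScreen luminescence quantifies BAZ2B engagement of H3K14Ac peptide; the protein and biotinylated peptide are both at 50 nM final, buffer PBS pH 7.4 with 0.01% Tween-20, all steps at room temperature.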
Pin1 inhibitor: qHTS Assay to Find Inhibitors of Pin1; Peptidyl-prolyl cis-trans isomerase NIMA-interacting 1 (Homo sapiens), Q13526; Pin1 FP peptide displacement, HiFluor488, 10 min; Potency, µM (titrated, usually from 115 µM), for inactives: top-dose activity, negative = inhibition, most hits filed as inhibitors; 0.009% of 390,000 active; active means well fitted inhibition curve with a large enough effect in the polarisation, with a control signal flat, not every such curve was filed as active; inconclusive means small, poorly fitted or top-dose-only effect, or effect the other way, or a change in a side signal; inactive means no such curve, though single readings can be large or run the other way; the % refers to the polarisation; further: on the % scale 0 is the no-effect control and ±100 the full control effect
The depositor's hits bear a star; i = inactive; ? = inconclusive; / = not tested or not shown; & = joins results of further samples; [ ] = another dose, or the depositor's remark. Unless noted, the call rests on the fitted dose curve; in most records, active means well fitted curve in the direction sought with a large enough effect; inconclusive means small, poorly fitted or top-dose-only effect, or another doubt; inactive means no such curve, though single readings can be large; an effect the other way counts as inactive or inconclusive. Potency means the concentration at half of the fitted maximal effect.

SMILES	Pol iota inh	BLM inh	HP1b binding inh	JMJD2A Tudor inh	PGK inhibitor	G9a inh	GLS inh	BAZ2B inh	Pin1 inhibitor
Cc1ccccc1C(=O)NCCCc1ccccc1	-8%	5%	24%	-5%	-3%	26%	-1%	8%	1%
Cc1nc2ccccc2n1CC(=O)N/N=C/c1cccs1	120%[activator]	-4%	3%	-7%	3%	-2%[59 µM]	13%	-3%	-7%
CCN(C(=O)C1CCN(c2nc(-c3ccc(OC)cc3)no2)CC1)c1ccc(OC)cc1	43%[activator]	-7%	34%	-15%	-10%	15%[59 µM]	-1%	2%	-1%
Cc1c(C(=O)Nc2ccc(S(=O)(=O)N(C)C3CCN(C)CC3)cc2)oc2ccccc12	22%	/	-21%	?	i	2%[12.7 µM]	9%	-5%	4%
Cc1ccc(N(CC(=O)O)S(C)(=O)=O)cc1	3%	2%	47%[activator]	-6%	1%	-30%	0%	-18%	-1%
Cc1ccc(N2C(=O)c3cccc4c(N5CCN(C)CC5)ccc(c34)C2=O)c2cccnc12	8%	-3%	24%	-17%	/	8%[12.7 µM]	8%	6%	?
CCOC(=O)C1=C(O)CSC1=Nc1ccccc1	-3%	-1%	33%	1%	-7%	-2%[59 µM]	-10%	14%	28%
COc1ccc(-n2nnc3c(SCC(=O)c4ccccc4)ncnc32)cc1	0%	-1%	38%	17%	-8%	-7%[59 µM]	3%	-5%	?
CCOc1ccc(NC(=O)c2c[nH]n3c(=O)cc(C4CCN(C(=O)OC(C)(C)C)CC4)nc23)cc1	42%	-6%	14%	-23%	-1%	11µM*	3%	-9%	/
O=C1OCCC1S(=O)(=O)c1ccc2ccccc2c1 (centres undefined)	15%	-6%	32%	-10%	1%	-9%	-7%	?	-2%
CCN(CC)CCn1c(NC(=O)c2ccc(C(F)(F)F)cc2)nc2ccccc21	89%[activator]	3%	4%	-20%	-1%	3%	2%	-14%	-1%
COc1ccc(Cc2nnc(SCC(=O)N3CCN(c4ccccc4)CC3)o2)cc1	-15%	-1%	64%[activator]	-13%	i	?	18%	-8%	1%
CC1=C(C#N)C(/C=N/OCc2ccc(Cl)cc2)CC(=O)N1 (centres undefined)	130%[activator]	-18%	-1%	-8%[11.4 µM]	5%	-19%	-29%	0%	1%
COc1cccc(CNc2ccc(Br)cn2)c1O	-16%	-10%	22%	-13%	i	-8%[59 µM]	-9%	?	-10%
CCN1C(=S)N[C@@H](CCc2ccccc2)[C@H](C(=O)OC)[C@H]1C	-8%	0%&3%	19%	-13%	-6%	-9%	-3%	14%&-32%	-6%
Cc1ccc2c(c1)N(CCC(=O)NCc1ccc(F)cc1)C(=O)CO2	?	-5%	54%[activator]	-2%	-5%	11%[59 µM]	2%	3%	-2%
N#C/C(=C/c1ccc(CNS(=O)(=O)c2ccccc2)o1)C(=O)NCc1ccccc1	20%	-5%	4%	-13%	i	19%[59 µM]	-1%	0%	26%
CC(=O)c1c(C)[nH]c(C(=O)CSc2nnc(CN3CCCCCC3=O)n2-c2ccccn2)c1C	7%	0%	20%	-17%	-8%	-15%[59 µM]	-1%	-38%	-7%
COc1ccc(OC)c(CNC(=O)CN2CC(C)Sc3ccccc32)c1 (centres undefined)	7%	0%	2%[57 µM]	?	-6%	?	7%	?	-3%
COC(=O)CN1C(=S)N(c2ccc(F)cc2)C(=O)C1CC(=O)Nc1ccc(OC)cc1 (centres undefined)	?	-3%	14%	-17%	-5%	/	3%	-2%	-1%
Cc1ccsc1C(=O)N1CCN(c2ncccn2)CC1	18%	/	38%	9%	-4%	16%[12.7 µM]	-5%	0%	2%
Cn1ncc2c(Nc3cccc(C#N)c3)ncnc21	6%	2%	29%	?	i	-9%[59 µM]	1%	3%	-5%
CCCc1nnc(SCC(=O)N2CCCCC2C)n1CCCOC (centres undefined)	3%	-1%	24%	-8%	-5%	14%	-20%	-4%	-5%
NC(=O)CSCc1nc2ccccc2s1	?	-8%	34%	-31%	i	?	-5%	0%	?
C=CCn1c(N)nc2ccccc21	11%	1%	11%	-18%	-1%	7%	9%	3%	1%

Limited to Pol iota inh and JMJD2A Tudor inh, for some of the entries so far:
Compound	Pol iota inh	JMJD2A Tudor inh
COc1ccc(-n2nnc3c(SCC(=O)c4ccccc4)ncnc32)cc1	0%	17%
NC(=O)CSCc1nc2ccccc2s1	?	-31%
COc1ccc(OC)c(CNC(=O)CN2CC(C)Sc3ccccc32)c1 (centres undefined)	7%	?
Cc1nc2ccccc2n1CC(=O)N/N=C/c1cccs1	120%[activator]	-7%
COC(=O)CN1C(=S)N(c2ccc(F)cc2)C(=O)C1CC(=O)Nc1ccc(OC)cc1 (centres undefined)	?	-17%

Part of the list above in order of molecular weight, ascending.
SMILES	Pol iota inh	BLM inh	HP1b binding inh	JMJD2A Tudor inh	PGK inhibitor	G9a inh	GLS inh	BAZ2B inh	Pin1 inhibitor
Cn1ncc2c(Nc3cccc(C#N)c3)ncnc21	6%	2%	29%	?	i	-9%[59 µM]	1%	3%	-5%
O=C1OCCC1S(=O)(=O)c1ccc2ccccc2c1 (centres undefined)	15%	-6%	32%	-10%	1%	-9%	-7%	?	-2%
Cc1ccsc1C(=O)N1CCN(c2ncccn2)CC1	18%	/	38%	9%	-4%	16%[12.7 µM]	-5%	0%	2%

Carrying on:
SMILES	Pol iota inh	BLM inh	HP1b binding inh	JMJD2A Tudor inh	PGK inhibitor	G9a inh	GLS inh	BAZ2B inh	Pin1 inhibitor
CCCCc1ccc(NC(=O)CSc2nc(=O)n(CCCN3CCOCC3)c3c2CCC3)cc1	-3%	/	-8%	-23%	-2%	-2%	-4%	-8%	-10%
CCOc1ccc(-n2c(SCc3cc(=O)oc4cc(C)c(C(C)C)cc34)nnc2-c2cccnc2)cc1	122%[activator]	1%	11%	-13%	0%	22%[59 µM]	-2%	?	6%
COc1cccc(CNC(=O)CN(c2ccc(C)cc2)S(=O)(=O)N(C)C)c1OC	40%[activator]	-4%	47%[activator]	-7%	5%	-2%[59 µM]	-2%	-7%	-6%
NCCCC[C@H](NC(=O)C1CCNCC1)c1nnc([C@@H](N)CO)o1	2%	1%	60%[activator]	-16%	7%	?	6%	?	-9%
CC1CCCC(NC(=O)COc2ncnc3ccccc23)C1C (centres undefined)	10%	/	16%	-16%	i	/	1%	/	-9%
CCOC(=O)CC(NC(=O)c1ccccc1)c1ccc(OC)cc1 (centres undefined)	158%[activator]	-2%	17%	-20%	-3%	9%	9%	-2%	9%
CC(=O)c1ccc(OCCCC(=O)n2nnc3ccccc32)cc1	16%	1%	-15%	79µM*	1%	-12%[59 µM]	12%	-1%	1%
O=C(Nc1nnc(C2CCCCC2)s1)C1CCN(C(=O)c2ccco2)CC1	24%	/	25%	-19%	/	/	/	/	-2%
O=C(NCc1ccccc1)C(=O)NCC(c1cccs1)S(=O)(=O)c1ccccc1 (centres undefined)	2%	-2%	9%[57 µM]	-11%	-8%	3%[59 µM]	-7%	0%	0%
N=c1ccn(Cc2ccc(F)cc2)cc1	1%	0%	27%	2%	5%	11%	-2%	0%	0%
CCOC(=O)c1ccc2[nH]c(C)cc(=O)c2c1	5%	2%	4%	-1%	-5%	21%	5%	2%	-1%
CCCC(O)(CCC)C(=O)NNc1ccccc1	12%	1%	34%	0%	-9%	14%[12.7 µM]	17%	-25%	9%
CCN(CC)S(=O)(=O)c1ccc2nc(CSc3nnnn3-c3ccc(O)cc3)[nH]c2c1	-7%	-5%	11%	-24%	i	1%[59 µM]	8%	/	1%
COc1ccc(C2C(C(N)=O)=C(C)Nc3nc(-c4ccccc4Cl)nn32)c(OC)c1 (centres undefined)	-29%	-1%	-6%	-23%	-11%	4%	-2%	-1%	-2%
CS(=O)(=O)N1CCc2cc(-c3csc(NC(=O)Cc4cccs4)n3)ccc21	18%	-9%	10%	-22%	1%	-29%[12.7 µM]	-6%	-24%	22%
C/C(=N\NC(=O)c1cc(Br)ccc1O)c1cccc(NC(=O)c2ccccc2F)c1	24%	-5%	23%	-10%	-6%	26%	-10%	-35%	3%
NC(=O)CSc1nnc(-c2ccc(S(=O)(=O)N3CCOCC3)cc2)n1Cc1ccccc1	-3%[58.9 µM]	2%	28%	1%	4%	?	1%	-26%	2%
CCCN1CCN(C(=O)c2cccc3c2C(=O)N(CCOC)C3)CC1	13%	-2%	23%	-17%	-7%	?	2%	-3%	-2%
Cc1ccc(C(C(=O)NC(C)(C)C)N(C(=O)c2csnn2)c2ccccc2F)o1 (centres undefined)	6%	-2%	11%	-14%	3%	2%	5%	-7%	-10%
O=C(CN(C(=O)c1csnn1)c1cccc2c1CCCC2)NCc1ccccc1	131%[activator]	-1%	9%	-15%	-3%	27%	-1%	2%	-5%
COc1ccc(/C=N\Nc2ccccn2)c(OC)c1	5%	-5%	34%	-12%	3%	0%[59 µM]	1%	-4%	6%
C=CCn1c(C)nnc1SCC(=O)c1[nH]c(C)c(C(C)=O)c1C	151%[activator]	1%	55%[activator]	-1%	i	2%	-7%	-20%	12%
O=C(NC(=S)NNC(=O)c1ccccc1O)c1ccc(F)cc1	40%[activator]	-7%	9%	56µM*	i	4%	24%	?	1%
Cc1cc(C(=O)COC(=O)C2=NNC(=O)CC2)c(C)n1-c1ccc(OC(F)F)cc1	12%	-14%	-14%	?	-9%	50µM*	2%	-7%	1%
Cc1ccc(Nc2c(-c3ccsc3)nc3cccc(C)n23)cc1	-9%&4%	-13%	?	50µM*	-8%	?	10%	?	0%&86%
O=C(NCCC1=CCCCC1)C1CCN(S(=O)(=O)c2ccc(Br)s2)CC1	23%	-1%	38%	1%	0%	10%	-17%	2%	-1%

Source: PubChem (National Center for Advancing Translational Sciences (NCATS))

This is a subset; rates above refer to the full screens.
